TTR transcr act = TTR transcription activation, primary screen. SH-SY5Y TTR promoter Gaussia luciferase, luminescence; 100% = recombinant luciferase protein wells. activation, % at 16.7 µM. actives 1.3% (n = 92,000);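 active = activation above the mean of all tested compounds plus 3 SD, cut at about 9.5% in these data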;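 also: cells exposed to compounds for one day before reading; 0% = median of all test compound wells on the plate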
* marks the source's active call; other numbers are inactive results.

SMILES	TTR transcr act
COc1cccc2cc(C(C)N(CCCN3CCOCC3)C(=S)Nc3ccccc3C)oc12 (stereo not given)	14.0*
Cc1csc2c(N3CCC(C(=O)O)CC3)ncnc12	0.2
Cc1cccc(CN2CCC(N3CC(C)OC(C)C3)CC2)c1 (stereo not given)	-1.6
COc1ccc(N2C(=O)CC(c3ccccc3)C2=O)cc1 (stereo not given)	1.8
O=C(NC(=O)c1ccc(F)cc1F)Nc1ccc(Cl)cc1	5.8
CCc1ccc(N2CN(Cc3ccco3)CNC2=S)cc1	1.0
COC(=O)[C@]12C[C@H](CC(=O)N3CCCC3)C(=O)N(Cc3cccc4ccccc34)C1=C[C@H](COCc1ccccc1)O[C@@H]2C	-1.6
CC(C)(C)c1ccc(C(=O)Nc2ccc(O)c3c(=O)cc(-c4cccc(Cl)c4)oc23)cc1	-4.4
COc1ccc(NC(=S)NNC(=O)c2cccs2)cc1	0.8
O=C(CN1CCC(C(=O)c2ccc(Cl)cc2)CC1)Nc1ccc2c(c1)OCCO2	0.0
Cc1noc(C)c1COc1ccc(C(=O)N2CCCC(C(F)(F)F)C2)cc1 (stereo not given)	1.6
CCCC1CCC2(CC1)CCC2OC(=S)Nc1cccc(C(F)(F)F)c1 (stereo not given)	1.5
C=CCN=C1S/C(=C/c2ccc([N+](=O)[O-])cc2)C(=O)N1CC=C	-0.2
O=C(NCc1ccco1)c1ccc(-c2ccccc2Cl)o1	0.4
Cc1ccc(C(C)(C)C)c(OCCOCCN2CCCC2)c1	-0.3
Cc1ccc(-c2csc3ncnc(NS(=O)(=O)c4ccc(Cl)cc4)c23)cc1	1.8
O=C(NCCc1ccc(Cl)cc1)c1ccc2nc(N3CCOCC3)sc2c1	-0.8
Cc1ccc(N(CCCCN2C(=O)c3ccccc3C2=O)C(=O)c2cccs2)cc1	-2.3
CCN(CC)C(=O)Oc1ccc(Br)cc1C(=O)Nc1ccc(F)c(Cl)c1	-2.8
Oc1ccc(Cl)c2cccnc12	2.6
O=C(N/N=C/c1ccc(O)c(O)c1)N/N=C/c1ccc(O)c(O)c1	11.2*
Cc1c(C)n(CC(O)CSc2ccccc2)c2ccccc12 (stereo not given)	0.9
COc1ccccc1-n1c(=O)[nH]c2c(C(N)=O)nc(C3CCCCC3)nc21	0.5
Cc1ccccc1N(C(=O)CCC(=O)Nc1ccccn1)C(C(=O)NC(C)C)c1ccc(O)cc1 (stereo not given)	-0.9
NC1=NC(=O)C2(COC(c3cccnc3)OC2)S1 (stereo not given)	-2.1
CCc1ccc(N2CC(C(=O)N3CCCC3)CC2=O)cc1 (stereo not given)	-0.8
CCOC(=O)c1[nH]c(C)c(C(=O)OCC(=O)NC(C)c2ccc(F)cc2)c1C (stereo not given)	-0.3
COc1ccc(N2CCC(CNC(=O)Nc3ccc(C)c(C)c3)C2)cc1 (stereo not given)	2.8
Cc1cc(C(=O)COc2cccnc2[N+](=O)[O-])c(C)n1-c1ccccc1	2.1
Cc1ccc(NC(=O)C2OCCc3ccccc32)cc1Cl (stereo not given)	0.0
COc1cccc(CN(C)Cc2nc(C3CC3)no2)c1	0.6
CCc1ccc(/C=N\n2cnnc2)cc1	-1.8
O=C(NCCc1ccccc1)C1CCC(CNc2c(N3CCCCC3)c(=O)c2=O)CC1 (stereo not given)	0.1
Cc1noc(C)c1NC(=O)N(C)C[C@H]1Oc2ccc(NS(=O)(=O)c3c(C)noc3C)cc2C(=O)N([C@H](C)CO)C[C@@H]1C	2.8
COc1ccc(-c2cnn3c4c(c(C)nc23)CCN4C(C)C)cc1OC	2.0
Cc1ccc(S(=O)(=O)NC2=NCN(C(C)C)CN2)cc1	0.2
Cc1ccc(SCc2cc(=O)[nH]c(/N=C(\N)Nc3ccccc3Sc3ccccc3)n2)cc1	-0.4
O=C(OCc1cn([C@@H]2CN(C(=O)c3cccs3)[C@@H](c3ccccc3)C[C@H]2O)nn1)c1ccccc1	-0.1
N#CCC(=O)Nc1ccc(C(=O)NNC(=O)CCN2CCN(c3ccccc3)CC2)cc1	-0.2
Cc1ccc(-n2cnc3c(sc4nccc(N(C)C)c43)c2=O)cc1	3.0
COc1ccc(CNC(=O)CNC(=O)c2cccs2)c(OC)c1	5.2
CC1(C)Cc2cccc(C(=O)Nc3ccncc3)c2O1	-1.9
CCOC(=O)C1(C)NC(c2cccs2)C2C(=O)N(c3ccc(C)cc3)C(=O)C21 (stereo not given)	2.7
O=C(Nc1cccc(-c2nc3ccccc3c(=O)o2)c1)c1ccccc1	-0.5
O=C(Nc1ccc(Cl)cc1)c1nc[nH]c1C(=O)NCc1ccccc1	-1.7

7 entries already listed, sorted by number of heavy atoms, largest number first:
SMILES	TTR transcr act
Cc1ccccc1N(C(=O)CCC(=O)Nc1ccccn1)C(C(=O)NC(C)C)c1ccc(O)cc1 (stereo not given)	-0.9
Cc1noc(C)c1COc1ccc(C(=O)N2CCCC(C(F)(F)F)C2)cc1 (stereo not given)	1.6
Cc1ccc(-n2cnc3c(sc4nccc(N(C)C)c43)c2=O)cc1	3.0
C=CCN=C1S/C(=C/c2ccc([N+](=O)[O-])cc2)C(=O)N1CC=C	-0.2
COc1ccc(N2C(=O)CC(c3ccccc3)C2=O)cc1 (stereo not given)	1.8
NC1=NC(=O)C2(COC(c3cccnc3)OC2)S1 (stereo not given)	-2.1
CCc1ccc(/C=N\n2cnnc2)cc1	-1.8

Additional compounds.
SMILES	TTR transcr act
O=C(COC(=O)CCS(=O)(=O)c1ccc(F)cc1)NC1CCCCC1	1.8
C/C(CC1CC(C)(C)OC1=O)=N\NC(N)=S (stereo not given)	3.2
COC(=O)c1ccc(C2NC(=O)c3c(sc(C)c3C)N2)cc1 (stereo not given)	0.4
CCOC(=O)NC(O)C(=O)c1ccc(F)cc1 (stereo not given)	-1.0
O=C(COC(=O)[C@H](Cc1ccccc1)NC(=O)c1cccs1)Nc1cc(F)ccc1F	-0.5
O=C(CSc1ncccc1C(=O)O)NCCC1=CCCCC1	1.4
COc1ccc(C(=O)N/N=C(\C)CC(=O)Nc2cccc(C(F)(F)F)c2)cc1	-1.3
CCCN1CCC2(CC1)C(C#N)=C(N)Oc1c2sc2nc(C)cc(C)c12	-2.8
COc1c(C)cc(C(=O)C2CCCN(C(=O)c3snnc3C)C2)cc1C (stereo not given)	-2.1
Clc1ccccc1-c1nc(-c2ccncc2)no1	-1.3
O=C(COC(=O)c1ccccc1)Nc1ccccc1N1CCOCC1	-1.2
O=C(Nc1ccccc1Br)C1CC(=O)N(c2ccc3c4c(cccc24)CC3)C1 (stereo not given)	-0.9
CCCCOc1ccc(C2(C)CC(=O)NC2=O)cc1 (stereo not given)	3.0
N#Cc1cccc(NC(=O)CSc2nnc(C3CC3)n2C2CC2)c1	-0.3
CC(=O)Nc1ccc(S(=O)(=O)N2CCC(N3CCCCC3)CC2)cc1	0.3
CC(C)CN(C(=O)c1cccc(Cl)c1)c1c(N)n(CC(C)C)c(=O)[nH]c1=O	5.0
Cc1ccc(C)c(N2N=C(C(=O)Nc3nccs3)CCC2=O)c1	-0.6
O=C(NC(=S)Nc1cccc(F)c1)c1cccc([N+](=O)[O-])c1	1.0
COc1cc2c(cc1OC)C(C1C(=O)CCCC1=O)N(C(=O)CCl)CC2 (stereo not given)	0.3
Cc1cc(=O)oc2cc(NC(=O)c3ccccc3C(=O)O)ccc12	0.5
CC1=C(SCc2ccccc2)C(=O)c2ccccc2C1=O	-2.9
Nc1nonc1-c1noc(COc2ccccc2Cl)n1	1.1
C(=C\c1ccccc1)/CNn1cnnc1	-0.5
COc1ccc(NC(=O)C(=S)NC2CCCCC2)cc1	-2.0
Cc1cc(N2CCN(c3ccc(F)cc3)CC2)n2ncnc2n1	-0.3
Cc1ccc(NCCC(=O)c2cccs2)cc1C	-1.8
CCC(C)NC(=O)C1CCN(C(=O)N(C)C)CC1 (stereo not given)	0.8
COc1ccc(OC)c2[nH]c(C(=O)O)cc12	-0.4
Cc1cccc(NS(=O)(=O)c2cccc(C(=O)NCc3ccccc3CN3CCOCC3)c2)c1	1.9
O=C(NN=C1CCCCC1)c1ccccc1OCc1ccc(F)cc1	0.5
COC(=O)c1ccc(C(=O)OC)c(NC(=O)CSc2cccc[n+]2[O-])c1	1.6
O=C(CSc1nnc(NC(=O)c2cccc(F)c2)s1)NC1CC1	-0.4
CC(C)C[C@H](N)c1nnc(S(=O)(=O)Cc2cccc(F)c2)o1	-1.2
COCCNC(=S)N(CCc1c(C)[nH]c2ccc(Cl)cc12)Cc1cccs1	-2.7
CCOC(=O)/C(C)=N/NC(=O)c1cccc([N+](=O)[O-])c1	1.4
CN1OC[C@@H]2CN(CC3CCCCC3)[C@H](c3ccc(-c4ccc(C#N)cc4)cc3)C[C@@H]21	3.4
CCOc1ccc(OCC)c(NC(=O)C2CCCN(S(=O)(=O)c3c(C)n[nH]c3C)C2)c1 (stereo not given)	-1.2
Cc1cc(C)nc(N2CCC(C(=O)NCc3cccc(C(F)(F)F)c3)CC2)n1	-0.5
CCOC(=O)NC(=O)COC(=O)CNC(=O)c1ccc(OCC)c(OCC)c1	-1.1
COc1ccc(C2NC(=O)NC(C)=C2[N+](=O)[O-])cc1OC (stereo not given)	-0.2
Cc1ccc(OC(=O)N(C)C[C@@H]2OCc3cn(nn3)CCCC(=O)N([C@H](C)CO)C[C@H]2C)cc1	2.1
COc1ccc(NC(=O)CN2C(=O)COc3ccc(C)cc32)cc1	-0.2
COc1cc(/C=C2/C(=N)N3N=C(CC(=O)N4CCOCC4)SC3=NC2=O)ccc1OC(C)c1ccccc1 (stereo not given)	2.1
CC(C)(C)NC(=O)CN(Cc1cccs1)C(=O)CCN1CCc2ccccc21	-0.3
CC(=O)N1Cc2cc(N)ccc2Oc2ccccc21	-1.1
CCNc1ccc(C(=O)OCC(=O)N2CCCC2)cc1[N+](=O)[O-]	-1.4
O=c1c2c(ncn1Cc1ccccc1)nc1n2CCC1	-1.0
Cc1nnc(SCc2ccc(C(=O)c3ccc(Cl)cc3)o2)n1-c1ccccc1	-1.4
Cc1ccc(C(=O)NCCOc2cccc(C)c2)cc1	-2.5
COc1ccccc1C(=O)NCc1ccncc1	-1.4
O=C(Cc1ccc(Cl)cc1)NCCS(=O)(=O)N1CCN(c2ccccc2F)CC1	1.7
CCOC(=O)/C(C#N)=C/Nc1ccsc1C(=O)OC	0.0
COc1ccc([C@H]2C[C@H](n3cc(-c4ccc(F)cc4)nn3)[C@@H](O)CN2Cc2cccs2)cc1	2.7
CCc1nnc(NC(=O)C2CCN(c3ncnc4sc(C)c(C)c34)CC2)s1	1.9
COC(=O)C1=CN(c2ccc(OC)cc2)C=C(C(=O)OC)C1c1cccc(F)c1	0.9
COC(=O)c1c(C)[nH]c(C(=O)CN2C(=O)C3CC=CCC3C2=O)c1C (stereo not given)	0.4
CN1CCN(C(=O)c2ccccc2Nc2ccc(SC(F)F)cc2)CC1	1.3
O=C(NCc1ccccc1)c1cccc(NC(=O)c2ccccc2)c1	0.7
c1ccc(-c2nnc3ccc(N4CCCC4)nn23)cc1	-0.6
Cc1nc(S/C(=C\c2ccc(OCc3ccccc3Cl)cc2)C(=O)O)n[nH]1	-1.7

The listing continues:
SMILES	TTR transcr act
CCn1c(-c2cccc(S(=O)(=O)N3CCCC3)c2)n[nH]c1=S	-0.6
CCN1CCCCC(NC(=O)Cc2ccccc2)C1=O (stereo not given)	1.9
CSc1nc(N)nc2c1ncn2CC(=O)N[C@H](CO)Cc1c[nH]c2ccccc12	0.2
OCC[C@@H]1C[C@@H](O)[C@H](O)[C@@]2(CCCO2)O1	1.9
CCOC(=O)[C@@H]1[C@H]2COc3ccc(Br)cc3[C@H]2N2C(=O)N(c3ccc(C)cc3)C(=O)[C@@]12C	-0.7
O=C(CCc1nnc(COc2ccccc2)o1)NCc1ccccc1C(F)(F)F	-0.5
COCCCn1c(SCC(=O)NC(C)C)nnc1-c1ccccc1	-0.6
COc1ccc2c(c1)CCc1c(C(=O)NCc3ccc(F)cc3)noc1-2	-1.5
CCN(c1ccccc1)S(=O)(=O)c1ccc(N)c(OC)c1	0.8
Cc1cccc(-n2c(=O)cc(N3CCN(c4ccc(F)cc4)CC3)[nH]c2=O)c1	-1.9
Cc1cccc(CSc2nc3c(c(-c4cccs4)c2C#N)CN(C)CC3)c1	2.0
COc1cc(NCc2ccccc2)c2ncn(Cc3ccccc3)c2c1	-3.4
CCC(=O)N1CCc2cc(S(=O)(=O)N3CCN(c4ccccc4)CC3)ccc21	0.7
O=C(CCN1C(=O)/C(=C/c2ccccc2Cl)SC1=S)NCCc1ccc(O)cc1	-2.9
COC(=O)c1ccc(CNCC(=O)Nc2ccc(C(=O)OC)cc2)cc1	-1.6

Rewritten as comma-separated lines: entries from further up.
Structure,TTR transcr act
Cc1cccc(-n2c(=O)cc(N3CCN(c4ccc(F)cc4)CC3)[nH]c2=O)c1,-1.9
Cc1cccc(CSc2nc3c(c(-c4cccs4)c2C#N)CN(C)CC3)c1,2.0
COc1cc(NCc2ccccc2)c2ncn(Cc3ccccc3)c2c1,-3.4
CCC(=O)N1CCc2cc(S(=O)(=O)N3CCN(c4ccccc4)CC3)ccc21,0.7

More entries follow.
SMILES	TTR transcr act
CCc1ccc(S(=O)(=O)Nc2ccc(C)c(NS(C)(=O)=O)c2)cc1	1.1
N#Cc1nc(-c2ccccc2F)oc1N1CCN(C(=O)c2ccco2)CC1	5.0
O=[N+]([O-])c1ccccc1/C=N/n1c(C(F)(F)F)n[nH]c1=S	1.1
c1ccc(-n2cnc3cc(NCc4ccco4)ccc32)cc1	1.4
FC(F)(F)c1cc(-c2ccccn2)nc2cc(-c3ccccc3)nn12	2.5
COc1ccc(C(O)c2nc(-c3ccc(N(C)C)cc3)cs2)cc1 (stereo not given)	-2.9
N#Cc1sc2nccc(Nc3ccccc3)c2c1N	2.8
O=C1CCN(Cc2ccccc2)CCN1[C@H](CO)c1ccccc1	-1.6
N#CCc1c(C#N)c(N)nc(N2CCOCC2)c1C#N	1.6

Assay outcomes: PubChem BioAssay, The Scripps Research Institute Molecular Screening Center

These rows are one share of the data; the hit share may differ from the screen's.
